ERK EGF inh: inhibitors of EGF-stimulated ERK signaling pathway; Potency, µM (top dose mostly 11.5 µM), inactives show at the highest dose activity change, negative = inhibition, actives largely listed as inhibitors; HEK293-V1b, EGF-stimulated phospho-ERK AlphaScreen; hit rate 0.41% among 130,000; active means well fitted inhibition curve with a large enough effect; inconclusive means small, poorly fitted or top-dose-only effect, or effect the other way;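 further: plate controls were stimulated vehicle wells for no effect and unstimulated vehicle basal for full effect; nearly all actives have a fitted effect of over 55% in size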
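Concentration-response of compounds against EGF-driven ERK phosphorylation in V1b-expressing HEK293 cells; 30 min preincubation, 5 min EGF, AlphaScreen detection; Normalized to DMSO basal and 25 nM EGF.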
The depositor's hits bear a star; u = inconclusive; & = joins results of further samples; [ ] = another dose, or the depositor's remark. Potency means the concentration at half of the fitted maximal effect.

SMILES	ERK EGF inh
Cc1ccc(CSC2=NCCN2C(=O)C(C)Oc2ccccc2)cc1 (stereo not drawn)	-2%
CSc1nc2nc3c(cc2c(=O)n1-c1ccccc1C)COC(C)(C)C3	3%[57.5 µM]
N#C/C(=C\c1ccc(O)c([N+](=O)[O-])c1)c1nc2ccccc2s1	u
C/C(=N\OCc1ccc(C#N)cc1)c1cc2ccccc2o1	-3%[57.5 µM]
COc1ccccc1NC(=O)CCN1CCN(C)CC1	18%
C/C(=N\NC(=O)c1ccco1)c1ccc(NC(=O)c2ccccc2)cc1	28%
COc1cc(OC)cc(C(=O)N[C@H](C(=O)Nc2cc(C)cc(C)c2)C(C)C)c1	-3%[57.5 µM]
COc1ccc2c(c1)CC/C(=C\C=C\c1ccccc1OC)C2=O	-4%
CCSc1nnc(-c2cc(Br)ccc2N)c(=O)[nH]1	-2%
c1ccc(NCc2ccccn2)cc1	-4%
CCCCCn1c(CN2CCN(Cc3ccccc3)CC2)nc2c1c(=O)n(C)c(=O)n2C	-2%
Cc1ccc(NC(=O)NC(=O)N(C(C)C)S(C)(=O)=O)nc1	4%
C[C@H](NC(=O)c1[nH]cnc1C(=O)Nc1ccccc1)C(=O)OC(C)(C)C	-10%[57.5 µM]
COC(=O)Cc1ccc(NC(=S)NNC(=O)C2CC2)cc1	0%[57.5 µM]
Cc1ccc(-n2c(=O)cc(N3CC(C)OC(C)C3)[nH]c2=O)cc1 (stereo not drawn)	0%
Cc1ccc(NC(=O)CN(c2ccc(Cl)cc2)S(=O)(=O)c2cc([N+](=O)[O-])ccc2Cl)cc1	-6%
CCCCC(=O)Nc1ccc(NC(=S)NC(=O)CC)cc1OC	6%
CC1CC(=O)c2c(cc3c(-c4c(O)cc(O)c5c(O)c6c(cc45)OC(C)CC6=O)c(O)cc(O)c3c2O)O1 (stereo not drawn)	u
CC1CN(C2CCN(C(=O)COc3ccccc3)CC2)CC(C)O1 (stereo not drawn)	0%
CC(C)(C)NC(=O)COC(=O)CCC(=O)c1cccs1	1%
COc1ccc(/C=C/CN2CCN(CC(C)C)C(CCO)C2)cc1 (stereo not drawn)	-4%
O=C(O)CCCC(=O)N1N=C(c2ccccc2)CC1c1cccs1 (stereo not drawn)	21%[57.5 µM]
CCc1ccc(C(C)NC(=O)Cc2ccc(F)cc2)cc1 (stereo not drawn)	-3%
C=C[C@](C)(O)CCC1C(=C)CC(OC(C)=O)C2C(C)(C)CCCC12C (stereo partly drawn)	41%
O=C(Nc1cccc2nsnc12)c1cccnc1Cl	2%
COC(=O)C1=C(C)N(C)C(=S)NC1c1ccc(OC)cc1OC (stereo not drawn)	u
Cc1cccc(/C=C2\Oc3cc(OS(C)(=O)=O)ccc3C2=O)c1	-3%
O=C(NCCc1cn2ccccc2n1)c1cc(COc2c(F)cccc2F)on1	-9%
CC(=O)Nc1ccc(S(=O)(=O)NCC(=O)OCC(=O)c2cc(C)n(-c3ccc4c(c3)OCO4)c2C)cc1	-13%
Cn1c(N)c(C(=O)c2ccc(C#N)cc2)c(=O)n(C)c1=O	-10%
CCN1CCN(CC(=O)Nc2cc3c(cc2C(C)=O)OCO3)CC1	3%
COc1cccc(NC(=O)CN(C)C(C)C(=O)Nc2ccc(C(C)=O)cc2)c1 (stereo not drawn)	-5%
CCc1ccc(/C=C/C(=O)c2ccc(N3CCOCC3)cc2)cc1	7%
COc1ccc(NC(=O)Cn2nnc(C(=O)NCCc3ccccc3)c2N)cc1	-1%
CC1CCC2(CC1)NC(=O)N(CC(=O)NCc1cccs1)C2=O (stereo not drawn)	5%
CC(C)CC(=O)NC(=S)NNC(=O)c1ccc(NC(=O)C2CCCCC2)cc1	-4%
Cn1c(Cn2c(=O)sc3ccccc32)nnc1SCC(N)=O	-1%
O=C(Cc1cccc2ccccc12)Nc1ccc2c(c1)C(=O)NC2=O	-7%
Cc1nc2ccc(Cl)cc2c(-c2ccccc2F)c1CC(=O)O	20%
COc1ccc(C(=O)NNC2CC(=O)N(Cc3ccc(Cl)cc3)C2=O)cc1OC (stereo not drawn)	4%
Clc1cccc(Cl)c1CSc1nnc([C@@H]2CCCN2)o1	2%[57.5 µM]
Fc1ccc(CNn2cnnc2SCc2ccc(F)cc2)cc1	-4%
N/C(=N\OC(=O)c1ccccc1[N+](=O)[O-])c1ccccn1	9%
O=C(N/N=C/c1ccccc1OCc1ccccc1)c1cccs1	-5%
O=C(Nc1cccc(Oc2ccc3c(c2)C(=O)NC3=O)c1)c1cccs1	0%
Cn1cccc1C(C#N)c1ccccc1C#N (stereo not drawn)	0%
COc1ccc(/C=N/Nc2nc(Nc3ccccc3)nc(N3CCCC3)n2)cc1[N+](=O)[O-]	3%
COc1ccc(NC(=O)c2cc3c([nH]c4ccccc43)c(C)n2)cc1	-11%
Cn1c(SCC(=O)N2CCc3ccccc32)nnc1-c1ccc(S(=O)(=O)N2CCCC2)cc1	11%
COc1cccc(OCc2ccc(C(=O)NCC3CCCO3)cc2)c1 (stereo not drawn)	4%
COc1ccc(C2=NN(C(=O)CSc3nc4ccccc4s3)C(c3ccc(OC)cc3)C2)cc1 (stereo not drawn)	-13%
Cc1cc(C)c(N)c(C(=O)O)c1	-7%[57.5 µM]
CCO[C@H]1OC(C(=O)N2CCN(Cc3ccccc3)CC2)=C[C@@H](c2coc3ccccc3c2=O)[C@@H]1CCCO	-22%[57.5 µM]
COc1ccc(-n2nnnc2/C=C/Nc2cc(C(F)(F)F)ccc2OC)cc1	2%[57.5 µM]
COC(=O)[C@@]1(Cc2ccc(F)cc2)[C@H]2c3cc(C(=O)N4CCCC4)n(CCc4ccccn4)c3C[C@H]2CN1C(=O)c1ccccc1	-1%&-5%
COc1ccc(/C=N/NC(=O)c2ccn[nH]2)cc1COc1ccc([N+](=O)[O-])c(C)c1	4%[57.5 µM]
CSc1nc(-c2ccccc2)nc(NC(C)=O)c1C(C)=O	1%
COc1ccc(CC(=O)NCC2(c3ccc(OC)c(OC)c3)CCCC2)cc1	-5%
O=C1CS/C(=N/N=C\c2ccn[nH]2)N1	8%[57.5 µM]
COc1cccc(OC)c1CC1SC(=O)NC1=O (stereo not drawn)	7%

Next part; the last 6 above are carried over.
SMILES	ERK EGF inh
COC(=O)[C@@]1(Cc2ccc(F)cc2)[C@H]2c3cc(C(=O)N4CCCC4)n(CCc4ccccn4)c3C[C@H]2CN1C(=O)c1ccccc1	-1%&-5%
COc1ccc(/C=N/NC(=O)c2ccn[nH]2)cc1COc1ccc([N+](=O)[O-])c(C)c1	4%[57.5 µM]
CSc1nc(-c2ccccc2)nc(NC(C)=O)c1C(C)=O	1%
COc1ccc(CC(=O)NCC2(c3ccc(OC)c(OC)c3)CCCC2)cc1	-5%
O=C1CS/C(=N/N=C\c2ccn[nH]2)N1	8%[57.5 µM]
COc1cccc(OC)c1CC1SC(=O)NC1=O (stereo not drawn)	7%
CC(Oc1cccc(F)c1)c1ccnc2nc(/N=C/N(C)C)nn12 (stereo not drawn)	-2%
CCOC(=O)c1ccc(NC(=O)Cn2c(-c3nonc3N)nc3ccccc32)cc1	-6%
COc1ccc2c(c1)C(SCC(=O)NCc1ccccc1)CC(C)(C)O2 (stereo not drawn)	-3%
O=C(CC1Sc2ccccc2NC1=O)c1ccc(Br)cc1 (stereo not drawn)	-2%
CCCC(C)NC(=O)CSCc1ccc(OC)cc1 (stereo not drawn)	-8%
CCOC(=O)CCc1nn(C)c(=O)c2ccccc12	-2%
Cc1ccc(S(=O)(=O)Nc2ccccc2C(=O)NCc2cccnc2)cc1	10%[57.5 µM]
Cn1ccnc1SCC(=O)c1ccc(O)cc1	-10%[57.5 µM]
CCOP(=O)(OCC)/C(C#N)=C/c1cc(OC)ccc1OC	-9%[57.5 µM]
CC1=C(C(=O)Nc2ccc(C)cc2C)C(c2ccc(C)o2)NC(=S)N1 (stereo not drawn)	6%
CCCC(=O)N(c1ccc2oc(C)c(C(C)=O)c2c1)S(=O)(=O)c1ccc(C)c([N+](=O)[O-])c1	8%
CC(OC(=O)Nc1cccc(Cl)c1)C(=O)O (stereo not drawn)	-4%[57.5 µM]
CC(C)(C)C1CCC(=NNC(=O)C(=O)NCc2ccco2)CC1 (stereo not drawn)	-5%
CCN1CCN(CC(O)COc2ccc3c(c2)CCC3)CC1 (stereo not drawn)	2%
CCC(CC)c1nnc(NC(=O)CCNC(=O)c2ccccc2Cl)s1	-3%
COc1ccc(CN2CCC(CO)(CCOc3ccccc3)CC2)cc1C	5%
Clc1ccccc1N=C1NN=C(c2cccs2)CS1	-2%
CCN(CC)c1ccc(C(=O)O)cc1	9%
N#Cc1ccccc1OCCOCCNC1CCCC1	-1%
O=C(Nc1ccc(Cl)c(Cl)c1)Nc1ccccc1NS(=O)(=O)c1cccs1	u

A draw from above in order of molecular weight, largest number first:
SMILES	ERK EGF inh
Cc1ccc(S(=O)(=O)Nc2ccccc2C(=O)NCc2cccnc2)cc1	10%[57.5 µM]
CC(Oc1cccc(F)c1)c1ccnc2nc(/N=C/N(C)C)nn12 (stereo not drawn)	-2%
CCOP(=O)(OCC)/C(C#N)=C/c1cc(OC)ccc1OC	-9%[57.5 µM]
CC(OC(=O)Nc1cccc(Cl)c1)C(=O)O (stereo not drawn)	-4%[57.5 µM]

Next section
SMILES	ERK EGF inh
CCOc1ccc(C(=O)NCC(=O)N2CCC(C)CC2)cc1OCC	-7%
CN(C)C(=O)c1ccc(-c2nc(Nc3ccncc3)c3ccccc3n2)cc1	16%
CC(C)C(=O)NC(=S)Nc1ccc(S(=O)(=O)Nc2nccs2)cc1	3%
Cc1cc(S(=O)(=O)N2CCN(Cc3ccc4c(c3)OCO4)CC2)cc(C)c1N1CCCC1=O	6%
Nc1cnc(Br)cc1Br	8%
CCOC(=O)c1nnn2c1nc(Nc1cccc(C(F)(F)F)c1)c1ccccc12	3%[57.5 µM]
O=C(C1=C[C@H](c2ccc3c(c2)OCO3)C[C@H](OCCCCO)O1)N1CCOCC1	-11%[57.5 µM]
Cc1ccccc1NC(=S)N(C)CCc1ccccn1	-3%
Cc1cc(NC(=O)Cc2ccccc2)c2ccccc2n1	6%
CCCC(=O)OCCNc1cc(SCCC(=O)OC)c2nonc2c1[N+](=O)[O-]	5%
Cc1cc(C(=O)COC(=O)CNS(=O)(=O)c2ccc3ccccc3c2)c(C)n1-c1ccccc1	12%
CC(C)(C)c1ccc(C(=O)NN2C(=O)CSC2=S)cc1	-12%[57.5 µM]
COc1ccccc1NC(=O)Nc1c(C)nn(C)c1C	-7%
Nc1nc(Nc2ccc(Cl)cc2)nc(NCc2ccco2)c1[N+](=O)[O-]	u
O=[N+]([O-])c1ccc(/C=N/NC(=S)Nc2ccccc2C(F)(F)F)o1	-2%
CSC(=S)NCc1cccnc1	-7%
C[C@@H](NC(=O)/C(C#N)=C/c1ccc(O)c(O)c1)c1ccccc1	12%&5%
Cc1cc(Sc2nnc(N)s2)c2ccccc2n1	u
Cc1ccc(N/N=C(\C#N)C(=N)N2CCOCC2)cc1	2%
CCC1CCCCN1S(=O)(=O)c1ccccc1[N+](=O)[O-] (stereo not drawn)	-1%

Rewritten bar-delimited: part of the list above
SMILES | ERK EGF inh
CC(C)C(=O)NC(=S)Nc1ccc(S(=O)(=O)Nc2nccs2)cc1 | 3%
Cc1cc(NC(=O)Cc2ccccc2)c2ccccc2n1 | 6%

Next structures
SMILES	ERK EGF inh
CCCCCC(=O)Nc1cccc(C2=NOC3(C2)C[C@@H](C(N)=O)N(C(=O)c2cc([N+](=O)[O-])cc([N+](=O)[O-])c2)C3)c1 (stereo partly drawn)	10%[57.5 µM]
COc1cc(NC(=S)NN2CCN(C)CC2)cc(OC)c1OC	-3%[57.5 µM]
CSCCC(NC(=O)c1ccccc1)C(=O)Nc1ccc(C)cc1 (stereo not drawn)	9%
CCOC(=O)C1CCN(S(=O)(=O)c2cc(F)ccc2OC)CC1	-6%
COc1ccc(N2C(=O)CC(c3cc(OC)c(OC)c(OC)c3)CC2=O)cc1	-3%[57.5 µM]
c1csc(C(c2nnnn2C2CCCCC2)N2CCCC3(CCCCC3)C2)c1 (stereo not drawn)	2%
O=C(CCCn1cnc([N+](=O)[O-])n1)Nc1cccc(Cl)c1Cl	2%
COc1cccc(/C=C/C(=O)Nc2ccc3c(c2)OCCO3)c1OC	-12%
CCCCCC1CC(CC(=O)Nc2ccc([N+](=O)[O-])cc2)OC1=O (stereo not drawn)	-5%[57.5 µM]
COc1ccc(C2=C/C(=C\c3cccc(OC(C)=O)c3)C(=O)O2)cc1	7%
COc1ccc(/C=C2\CCCc3c2nc2ccc(C)cc2c3C(=O)O)cc1O	-5%[57.5 µM]
COc1cc(CCC(=O)OCC(=O)NCc2ccc(Cl)cc2)cc(OC)c1OC	1%
CN(NC(=O)c1ccccc1F)c1ccc([N+](=O)[O-])cn1	1%[57.5 µM]
CCOn1c(=O)c(C)[n+]([O-])c2ccccc21	4%
CN(C)c1cccc2c1c(NC(=O)Nc1ccc(F)cc1F)nn2C	-16%[57.5 µM]
S=c1nc(-c2sccc2OCc2ccc(Cl)cc2Cl)[nH][nH]1	-14%
Cc1cc(N2C(=O)c3ccccc3C2=O)n(C)n1	-1%[57.5 µM]
COc1cc(/C=C2\Oc3cc(O)ccc3C2=O)ccc1O	0%[57.5 µM]
CCOC(=O)C(Cc1c(F)cccc1Cl)c1ccno1 (stereo not drawn)	-7%
S=C(NCc1ccc(Cl)c(Cl)c1)Nc1ccc2c(c1)OCO2	-1%
CC(C)(C)NC(=O)c1ccc(Cn2cc(C(F)(F)F)ccc2=O)cc1	4%
O=C(C1=C(Nc2ccccc2)c2ccccc2S(=O)(=O)N1)c1ccccc1	0%
COc1ccc(CCNC(=O)CSc2nc(-c3ccc(OC)c(OC)c3)ccc2C#N)cc1	2%
Cc1cc(C(=O)CSc2cccc[n+]2[O-])c(C)n1-c1ccc(Br)cc1	u

High-throughput results (PubChem BioAssay)

Not all compounds are listed, so the mix of outcomes need not match the whole.
